High-throughput results: PubChem BioAssay, several laboratories
STK33 kinase inh: inhibitors of human STK33 kinase | purified STK33, MBP phosphorylation, ADP-Glo luminescence | inhibition, % at 10 µM | hit rate 0.073% among 320,000;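 active = inhibition at or above 25%, using the most active replicate where run in duplicate; inactive = inhibition below 25%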
Target sequence (Q9BYT3 whole entry, looked up): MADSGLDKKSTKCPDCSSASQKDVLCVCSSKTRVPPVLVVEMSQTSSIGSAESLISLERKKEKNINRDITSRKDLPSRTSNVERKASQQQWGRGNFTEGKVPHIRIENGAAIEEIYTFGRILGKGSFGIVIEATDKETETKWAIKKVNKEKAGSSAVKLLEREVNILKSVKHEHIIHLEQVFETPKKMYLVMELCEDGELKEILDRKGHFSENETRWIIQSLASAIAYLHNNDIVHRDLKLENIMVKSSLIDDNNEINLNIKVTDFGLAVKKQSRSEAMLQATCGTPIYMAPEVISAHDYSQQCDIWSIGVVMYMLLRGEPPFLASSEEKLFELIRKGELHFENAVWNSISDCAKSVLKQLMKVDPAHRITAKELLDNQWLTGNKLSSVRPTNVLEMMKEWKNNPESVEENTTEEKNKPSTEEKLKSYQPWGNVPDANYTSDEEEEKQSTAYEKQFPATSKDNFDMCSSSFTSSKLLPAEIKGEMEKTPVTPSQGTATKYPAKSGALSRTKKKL
OX1R antag: antagonists of human orexin 1 receptor (OX1R) | OX1R-expressing cells, FRET antagonist read-out | inhibition, % at 6.6 µM | hit rate 1.8% among 330,000; in the data active = inhibition mostly above about 38%, no sharp cut-off; inactive = mostly below about 40%;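 also: 0% = agonist challenge alone and 100% = reference antagonist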
Target sequence (O43613 whole entry, looked up): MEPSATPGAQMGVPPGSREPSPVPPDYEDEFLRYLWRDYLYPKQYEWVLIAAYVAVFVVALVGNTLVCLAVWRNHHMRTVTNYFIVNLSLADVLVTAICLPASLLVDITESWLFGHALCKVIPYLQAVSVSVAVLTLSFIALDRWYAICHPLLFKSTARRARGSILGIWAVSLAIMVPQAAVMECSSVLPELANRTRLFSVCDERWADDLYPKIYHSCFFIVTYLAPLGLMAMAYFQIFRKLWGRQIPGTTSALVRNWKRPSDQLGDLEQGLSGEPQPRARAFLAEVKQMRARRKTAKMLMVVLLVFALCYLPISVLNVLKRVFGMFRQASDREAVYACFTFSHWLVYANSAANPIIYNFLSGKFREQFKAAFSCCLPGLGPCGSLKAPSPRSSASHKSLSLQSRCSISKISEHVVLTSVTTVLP
Active calls of the source: *; x = not tested or not shown. Compounds were not picked by outcome. About 1.8% of those tested had a hit in this group.

#	STK33 kinase inh	OX1R antag	SMILES
1	0.0	9	CCCOc1ccc(C(=O)ON=C2CCN(C)CC2)cc1
2	-6.8	14	CC(=O)c1csc(COc2ccc(Cl)cc2)n1
3	-0.8	22	Cc1[nH]c2ccccc2c1C(=O)COC(=O)Cn1c(C(F)(F)F)nc2ccccc21
4	-0.2	6	CN(C)CCCN(C(=O)CCc1ccccc1)c1nc2ccc(Cl)cc2s1
5	1.7	12	CCCCC(=O)OCC(=O)Nc1ccc(OC(F)F)cc1
6	0.3	14	COCCNC(=O)CSCc1cc(C)cc(C)c1
7	-1.7	14	Cc1cccc(NC(=O)NNC(=O)COc2ccc([N+](=O)[O-])cc2)c1C
8	1.8	1	COc1ccc(NC(=O)NC2CCN(C(C)C)CC2)c(OC)c1
9	-1.0	4	O=C(CSc1cc(Cl)ccc1Cl)NCC(=O)Nc1ccc(F)c(F)c1F
10	2.7	12	c1ccc(SCc2nc(-c3ccncc3)n[nH]2)nc1
11	0.6	10	Cc1ccc(Oc2ccc(NC(=O)Cn3ccsc3=N)cc2)cc1
12	0.9	7	CC(C)(C)[C@H]1COC(=O)[C@H](NC(=O)OCC2c3ccccc3-c3ccccc32)C/C=C\C[C@@H](CC(=O)N[C@H](CO)Cc2ccccc2)C(=O)N1
13	0.3	4	Cc1noc(C)c1COc1ccccc1C(=O)NNC(=O)c1ccccc1
14	-3.2	10	COC(=O)c1ccc(NC(=O)c2cccc(NC(=O)c3ccccc3)c2)cc1
15	-0.5	4	Cc1ccsc1/C=N/n1c(C2CCCCC2)n[nH]c1=S
16	-0.7	14	CC(NC(=O)c1ccco1)C(c1cccs1)N1CCN(c2ccc(F)cc2)CC1 (configuration not stated)
17	-1.7	18	CCCC(=O)O[C@H]1C[C@@H](C)N(C(=O)c2ccccc2)c2ccc(C)cc21
18	-6.6	-4	COc1ccc(-n2nc(C(=O)NCC(=O)NCCCN3CC(C)CC(C)C3)c3ccccc3c2=O)cc1OC (configuration not stated)
19	0.9	17	Cc1cc(C)cc(NC(=O)C2CCN(S(=O)(=O)c3ccc4c(c3)NC(=O)C(C)S4)CC2)c1 (configuration not stated)
20	-1.3	3	Cc1ccc(C)n1-c1ccc(-n2cnnn2)cc1
21	-0.5	4	CCCn1c(SCC(=O)OCC)nc(C(F)(F)F)cc1=O
22	2.6	6	Cc1[nH]nc2c1C(C(C)c1ccccc1)C(C#N)=C(N)O2 (configuration not stated)
23	-1.4	0	CC1(C)CC(=O)c2cnc(NCc3ccco3)nc2C1
24	-0.8	21	Oc1ccc2ccccc2c1C=Nc1ccccc1-c1nc2ccccc2[nH]1
25	-0.1	x	Cc1ccc(C)c(NS(=O)(=O)c2ccccc2C)c1
26	-0.1	10	COc1ccc(C(=O)COC(=O)CNC(=O)C2CCCCC2)c(OC)c1
27	-1.3	9	Cc1ccc(C2C(=O)N(C3CCCC3)CC(=O)N2CC2COc3ccccc3O2)cc1 (configuration not stated)
28	-0.3	15	O=C(NC1CCCCCC1)C1c2ccccc2C(=O)N1CCCN1CCOCC1 (configuration not stated)
29	-0.6	5	CCCCNC(=O)OC1CCS(=O)(=O)C1 (configuration not stated)
30	0.0	2	COCCN(C(=O)c1ccc(N2CCCC2=O)cc1)c1c(N)n(Cc2ccccc2)c(=O)[nH]c1=O
31	1.8	29	Cn1c(N/N=C/c2cc3ccccc3nc2Cl)nc2ccccc21
32	-2.9	15	Oc1c(Cl)cc(CN2CCOCC2)c2cccnc12
33	-0.5	7	O=C(Nc1nccs1)C1=COCCO1
34	-0.9	17	Cc1cc(Nc2c(C)n(C)n(-c3ccccc3)c2=O)n2c(nc3ccccc32)c1C#N
35	-3.0	9	CN1CCN(CCCCOc2ccc(Br)cc2)CC1
36	-0.6	5	O=C(CN1CCC(n2nnc3cc(F)ccc32)CC1)NC1CC1
37	-0.7	10	Cc1ccc([N+](=O)[O-])cc1S(=O)(=O)Nc1ccc(O)c(Sc2ncn[nH]2)c1
38	-1.7	3	Cc1ccc(C)c(NC(=S)N(C)C)c1
39	-0.9	5	O=C(Oc1cc(Cl)cc(Cl)c1)c1cnc2n(c1=O)CCS2
40	1.2	2	CCc1ccccc1NC1=NCC(=O)N1C1CCCC1
41	-0.3	9	Cc1ccc(OC(C)C(=O)Nc2ncc(Cl)cc2Cl)c([N+](=O)[O-])n1 (configuration not stated)
42	-1.5	11	Cc1c(Cl)cccc1NC(=S)NCC1COc2ccccc2O1 (configuration not stated)
43	0.4	14	O=[N+]([O-])c1c(Nc2ccc(O)cc2)cc(N2CCOCC2)c2nonc12
44	-0.1	13	CN(Cc1ccccc1)C(=O)CCc1ccccc1
45	1.5	16	COc1ccccc1CNC(=O)c1ccc2c(=O)n3c(nc2c1)CCCCC3
46	14	6	Nc1nc(N)nc(-c2cc(F)ccc2O)n1
47	-3.9	15	O=C1c2ccccc2C(=O)N1c1cccc(-c2csc(Nc3ccc4c(c3)OCO4)n2)c1
48	-0.8	36	Cn1ccnc1SCC(=O)Nc1sccc1C#N

Compounds from the list above that have an NH in an aromatic ring:
#	STK33 kinase inh	OX1R antag	SMILES
3	-0.8	22	Cc1[nH]c2ccccc2c1C(=O)COC(=O)Cn1c(C(F)(F)F)nc2ccccc21
10	2.7	12	c1ccc(SCc2nc(-c3ccncc3)n[nH]2)nc1
15	-0.5	4	Cc1ccsc1/C=N/n1c(C2CCCCC2)n[nH]c1=S
22	2.6	6	Cc1[nH]nc2c1C(C(C)c1ccccc1)C(C#N)=C(N)O2 (configuration not stated)
24	-0.8	21	Oc1ccc2ccccc2c1C=Nc1ccccc1-c1nc2ccccc2[nH]1
30	0.0	2	COCCN(C(=O)c1ccc(N2CCCC2=O)cc1)c1c(N)n(Cc2ccccc2)c(=O)[nH]c1=O
37	-0.7	10	Cc1ccc([N+](=O)[O-])cc1S(=O)(=O)Nc1ccc(O)c(Sc2ncn[nH]2)c1

Next structures follow:
#	STK33 kinase inh	OX1R antag	SMILES
49	1.0	10	CC1CCc2c(sc(NC(=O)CSc3ncnc4c3cnn4-c3ccccc3Cl)c2C#N)C1 (configuration not stated)
50	-0.8	9	CC(Cn1cncn1)C(=O)N1CCN(S(=O)(=O)c2ccc(Cl)cc2)CC1 (configuration not stated)
51	7.8	2	Cc1ccc(NC(=O)CSc2ncn[nH]2)cc1S(=O)(=O)N1CCOCC1
52	-0.4	25	CN(C)S(=O)(=O)c1cc(NC(=O)CSc2nn(-c3ccc(Cl)cc3)c(=S)s2)ccc1Cl
53	-0.8	4	O=C(NCCCCNC(=O)C1CCCC1)C1CCCC1
54	-0.8	-1	COC(=O)Nc1ccc(=O)n(Cc2c(Cl)cccc2Cl)c1
55	-1.0	x	COc1cccc(NC(=S)N2CCN(S(C)(=O)=O)CC2)c1
56	0.0	26	O=C(COC(=O)c1ccccc1Br)Nc1ccc(F)cc1
57	0.1	-2	COc1ccc(Nc2c3c(nc4ccc(C)cc24)CCC3)cc1
58	2.3	36*	Cc1cccc(-n2c(SCC(=O)N3CCCC3)nc3n[nH]c(C)c3c2=N)c1
59	1.3	16	CC(C)CC(=O)N1CCN(c2ccc([N+](=O)[O-])c(NCc3ccccc3)c2)CC1
60	-0.2	8	Cc1ccc(OCC(=O)NNC(=O)C2CCC2)cc1C
61	-1.4	17	COc1ccc(/C=C/C(=O)NCC(=O)N/N=C(/CCC(=O)O)c2ccccc2)cc1
62	-1.2	40	COCCN=c1scc(-c2cc(OC)c(OC)c(OC)c2)n1/N=C/c1c(C)[nH]c2ccccc12
63	0.0	19	COc1ccc(C(=O)NC(=S)Nc2cccc(NC(=O)c3ccco3)c2)cc1[N+](=O)[O-]
64	-0.8	14	O=C(COC(=O)c1ccc2c(c1)OCO2)Nc1nc(-c2ccccc2)cs1

Single records (already shown).
Record of COc1ccc(/C=C/C(=O)NCC(=O)N/N=C(/CCC(=O)O)c2ccccc2)cc1 : STK33 kinase inh: -1.4; OX1R antag: 17
Record of COCCN=c1scc(-c2cc(OC)c(OC)c(OC)c2)n1/N=C/c1c(C)[nH]c2ccccc12 : STK33 kinase inh: -1.2; OX1R antag: 40

(listing goes on)
#	STK33 kinase inh	OX1R antag	SMILES
65	-1.2	21	CC(C)(C)OC(=O)N1CCC(Cc2cc(-c3ccc(Cl)cc3)no2)(C(=O)O)CC1
66	0.4	6	COc1ccc2c(c1)OC[C@H]1[C@H]2N2C(=O)c3cc(Br)ccc3NC(=O)[C@@]2(C)[C@H]1c1ccccc1
67	x	5	COC(=O)[C@@]1(C)[C@H]2C(=O)N(Cc3ccccc3)C(=O)[C@H]2[C@H]2CN=C(SCC3CC3)N21
68	2.3	26	COC1=C(C)C(O)=C(C(=O)/C=C/c2ccccc2)C(=O)C1(C)C
69	0.1	16	COc1ccc(C(=O)Nc2ccc(Cl)cn2)cc1Cl
70	x	29	CCOC(=O)c1nn(-c2ccccc2F)c2nc(-c3ccco3)c(C#N)c(=O)n12
71	-2.0	10	CC1(c2ccco2)NC(=O)NC1=O (configuration not stated)
72	-1.1	2	COc1cc(S(=O)(=O)N2CCN(Cc3cccs3)CC2)ccc1NC(C)=O
73	2.3	19	COc1ccc(OC)c(CN2CCN(C(=O)c3cccs3)CC2)c1
74	x	13	COc1ccc(C(=O)Nc2ccc(C)cn2)cc1S(=O)(=O)N1CCCc2ccccc21
75	-1.5	12	Cc1ccccc1C(=O)c1cccn1CC(=O)NCc1ccc2c(c1)OCO2
76	-1.3	15	O=C(O)/C=C/C(=O)N(Cc1ccccc1)Cc1ccco1
77	-0.5	20	Cc1c(-c2n[nH]c(=S)n2-c2ccc(C(F)(F)F)cc2)nnn1-c1ccccc1
78	-1.7	9	Cc1ccc(CN2CCN(CCCc3ccccc3)CC2CCO)cc1 (configuration not stated)
79	-0.3	10	CNc1ccccc1C(C)(C)c1cc(-c2cc(C)cc(C)c2)no1
80	-1.3	3	Cc1cc(OC(=O)c2ccccc2F)c([N+](=O)[O-])c(=O)[nH]1
81	-0.1	12	CC(C)C(=O)OCC(=O)Nc1ccc(N=Nc2ccccc2)cc1
82	-3.4	5	O=C(c1ccc(-n2cccn2)cc1)N1CCc2ccccc2C1
83	x	5	O=C(COC(=O)c1ccc(F)cc1Cl)NC1CCS(=O)(=O)C1 (configuration not stated)
84	-0.5	9	CC1(C)OC(=O)N(c2ccccc2)C12C=Cc1cc(Br)ccc1O2 (configuration not stated)
85	-2.8	21	Cc1ccc(C)c(/C=C/C(=O)c2ccccc(=O)c2O)c1
86	4.9	41	CC(=O)Nc1ccc(SCC(=O)NCCc2ccc(F)cc2)cc1
87	-0.1	10	CN1CCN(CC(=O)NC23CC4CC(CC(C4)C2)C3)CC1
88	-0.2	34	COc1ccc(OC)c(C(C[N+](=O)[O-])c2c(C)cc3ccccn23)c1 (configuration not stated)
89	0.9	46	Clc1cccc(-c2nnc(SCc3nc4ccccc4[nH]3)n2Cc2ccco2)c1
90	-0.4	96*	COC(=O)Cn1c(=N)n(CCN2CCCCC2)c2ccccc21
91	-0.4	4	CCOC(=O)N1CCN(Cc2cn3ccccc3n2)CC1
92	-0.8	25	N#CCC(CNc1ncc(C(F)(F)F)cc1Cl)OC(=O)c1c(F)cccc1F (configuration not stated)
93	0.3	16	O=S(=O)(c1ccccc1)N1CCN(c2ncnc3scc(-c4ccccc4)c23)CC1
94	1.3	24	Cc1nc(NC(=O)/C=C/c2ccccc2)sc1C(=O)Nc1ccc(Cl)cc1
95	7.0	10	CC1(C)CC(=O)c2cc(OCC(=O)NCCCN3CCN(c4ccc(F)cc4)CC3)ccc2O1
96	x	10	O=C(CN1CCCC1c1cccs1)N1CCN(S(=O)(=O)c2cccc(F)c2)CC1 (configuration not stated)
97	2.2	10	Cc1cc(O)c(NC(=O)c2ccco2)cc1C
98	-0.1	3	O=C(NCCCn1ccnc1)c1ccc(-c2ccccc2)cc1
99	0.6	10	O=c1ncn(-c2ccccc2F)c2ncccc12
100	1.4	12	CCN(CC)CCn1c(=N)n(CC(O)c2ccc(OC)c(OC)c2)c2ccccc21 (configuration not stated)
101	-0.9	14	Cc1ccc2oc(-c3cccc(NC(=O)/C=C/c4cccc([N+](=O)[O-])c4)c3C)nc2c1
102	3.7	5	CCNC(=O)NC(=O)C(C)OC(=O)CNS(=O)(=O)c1c(Cl)cc(Br)cc1Cl (configuration not stated)
103	0.2	5	CCCCNC(=O)CCCCC(=O)N/N=C/c1ccccc1Cl
104	-0.2	10	O=C(COc1ncnc2ccc(Br)cc12)Nc1ccc(N2CCOCC2)cc1
105	0.0	12	CC1CN(C(=S)Nc2cccc(Cl)c2Cl)CC(C)O1 (configuration not stated)
106	-2.1	13	O=C(c1cc(S(=O)(=O)N2CCCCC2)ccc1Cl)N1CCOCC1
107	-1.9	14	COc1ccc(C)cc1N(CC(=O)Nc1cccnc1)S(=O)(=O)c1ccc(C)cc1
108	0.8	x	Cc1ccc(Cl)cc1NC(=S)N1CCCCCC1
109	0.4	12	CCC(=O)NCCCc1nc(-c2ccccc2)no1
110	-2.5	8	COCCNC(=O)c1ccccc1NC(=O)c1ccccc1N(C)S(C)(=O)=O
111	0.3	2	NC(=S)c1ncc(C(F)(F)F)cc1Cl
112	-1.7	11	Cc1cc(C)cc(N(C(=O)c2csnn2)C(C(=O)NC(C)(C)C)c2ccncc2)c1 (configuration not stated)
113	-0.5	16	C(=N\Nc1nnnn1-c1ccccc1)/c1ccncc1
114	1.4	6	Cc1ccc(Sc2nc(-c3ccccc3)nnc2C(F)(F)F)cc1
115	-0.5	6	Cc1cc(C)cc(OCC(=O)OCC(=O)NC2CCCC2)c1
116	0.0	26	CCN(CC)S(=O)(=O)c1cccc(C(=O)N/N=C(\C)c2ccc(O)cc2O)c1
117	0.7	11	CC(c1nnc(SCC(=O)N2CC(=O)Nc3ccccc32)n1Cc1ccccc1)N(C)C (configuration not stated)

A portion from further up, as a working copy:
#	STK33 kinase inh	OX1R antag	SMILES
112	-1.7	11	Cc1cc(C)cc(N(C(=O)c2csnn2)C(C(=O)NC(C)(C)C)c2ccncc2)c1 (configuration not stated)
113	-0.5	16	C(=N\Nc1nnnn1-c1ccccc1)/c1ccncc1
114	1.4	6	Cc1ccc(Sc2nc(-c3ccccc3)nnc2C(F)(F)F)cc1
115	-0.5	6	Cc1cc(C)cc(OCC(=O)OCC(=O)NC2CCCC2)c1
